Assay outcomes deposited in PubChem by several laboratories.
ABHD5 PLIN5 PPI = ABHD5-PLIN5 protein interaction inhibition; inhibition, % at 4 µM; Q00G26+Q8WTS1; Split G. princeps luciferase complementation, luminescence, 4 h; hit rate 0.78% among 360,000;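 active = inhibition above the mean inhibition across every tested compound plus 3 SD, cut at about 22% in these data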;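 note: 0% = DMSO only wells and the 100% control is not disclosed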
Target sequence (Q00G26 whole entry, looked up): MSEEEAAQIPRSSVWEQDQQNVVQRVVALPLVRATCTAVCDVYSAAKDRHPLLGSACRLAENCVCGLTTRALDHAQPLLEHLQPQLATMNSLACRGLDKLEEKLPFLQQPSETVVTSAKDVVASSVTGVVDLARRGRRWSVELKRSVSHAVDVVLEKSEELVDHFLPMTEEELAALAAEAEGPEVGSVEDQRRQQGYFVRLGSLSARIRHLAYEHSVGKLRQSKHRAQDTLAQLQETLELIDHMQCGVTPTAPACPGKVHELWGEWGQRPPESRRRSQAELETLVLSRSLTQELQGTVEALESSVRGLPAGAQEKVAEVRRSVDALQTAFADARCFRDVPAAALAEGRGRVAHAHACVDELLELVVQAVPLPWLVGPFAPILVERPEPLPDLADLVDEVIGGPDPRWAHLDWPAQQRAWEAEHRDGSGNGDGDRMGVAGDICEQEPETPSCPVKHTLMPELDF
Target sequence (Q8WTS1 whole entry, looked up): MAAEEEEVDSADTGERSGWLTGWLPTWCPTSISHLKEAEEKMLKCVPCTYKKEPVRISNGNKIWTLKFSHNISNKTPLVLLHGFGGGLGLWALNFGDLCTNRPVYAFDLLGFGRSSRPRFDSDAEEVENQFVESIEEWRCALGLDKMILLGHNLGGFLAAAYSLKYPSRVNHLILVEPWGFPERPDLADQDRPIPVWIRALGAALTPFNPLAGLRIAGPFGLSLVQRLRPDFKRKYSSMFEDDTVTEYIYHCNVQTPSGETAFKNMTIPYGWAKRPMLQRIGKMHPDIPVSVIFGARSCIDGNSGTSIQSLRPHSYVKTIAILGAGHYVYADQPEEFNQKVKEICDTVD
MC4R antagonist = human MC4R antagonism in cAMP assay; MC4R-expressing cells, MTII-stimulated cAMP, LANCE TR-FRET; inhibition, % at 6.5 µM; hit rate 0.48% among 360,000; AID 540295; P32245;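 active = inhibition above its plate's cutoff, the mean of tested wells on that plate plus 3 SD, cut at about 29% in these data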;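 note: 0% = Melanotan II alone and 100% = Melanotan II plus saturating MCL0020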
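Assay system: U2OS-MC4R stable cell line; Also added: Melanotan II; Technique: Eu-cAMP/anti-cAMP TR-FRET, emission 671 nm; Times: 30-min compound, 1-h challenge, 1-h detection, room temperature.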
TLR9-MyD88 inh = blocks human TLR9 binding to MyD88. Q9NR96+Q99836. CHO BLA complementation TLR9-MyD88, CCF4 FRET ratio. inhibition, % at 4.98 µM. hit rate 0.21% among 340,000;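 active = inhibition above the mean over all tested compounds plus 3 SD, cut at about 21% in these data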;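 note: 0% = DMSO only wells and 100% = clavulanate BLA inhibitor control wells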
ABCB6 inh MLPCN = human ABCB6 transporter inhibition; K562-ABCB6 porphyrin accumulation, flow cytometry, 1 h; hits give low values; fluorescence ratio to DMSO, % at 10 µM; hit rate 0.19% among 360,000; AID 602162;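 active = fluorescence ratio to DMSO below 75%, the collection mean minus 3 SD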;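 note: signal is porphyrin accumulated inside mitochondria; 100% equals median channel fluorescence of DMSO control wells; lower ratio means ABCB6 inhibition with less porphyrin fluorescence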
MC4R ag barr = human MC4R agonism via beta-arrestin | P32245 | U2OS MC4R beta-arrestin complementation, luminescence; percent of melanotan II response, DMSO zero | activation, % at 8.9 µM | hit rate 0.98% among 360,000;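 active = activation above a per-plate cutoff, the mean activation of sample wells on that plate plus 3 SD, cut at about 8% in these data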
NOD2-RIPK2 inh = NOD2-RIPK2 protein interaction inhibition. inhibition, % at 4.98 µM. O43353. hit rate 0.38% among 360,000. CHO BLA complementation NOD2-RIPK2, CCF4 ratio; in the data active = inhibition above about 21%;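 note: 0% = vehicle only and 100% = reference blocker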
NCOA2 inhibitor = inhibits human steroid receptor coactivator 2 | Q15596 | HEK293 GAL4-SRC2 luciferase reporter, luminescence | inhibition, % at 9 µM | hit rate 0.17% among 370,000 | AID 651957;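 active = inhibition above the mean inhibition of all tested compounds plus 3 SD, set per campaign, cut at about 52% in these data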;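 note: 0% = DMSO treated cells and 100% = cells given Gossypol at 36 µM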
H9c2 protect = modulators protecting cardiomyocytes from myocardial damage; H9c2 cardiomyocytes, H2O2 injury protection, ATPLite, 2 h; protection from H2O2 cell death, % at 20 µM; hit rate 0.63% among 360,000;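 active = compounds giving at least 50% protection of heart cells from peroxide-induced death in the single-dose screen, raw or plate-pattern-corrected value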;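 note: 0% = DMSO wells with peroxide and 100% = DMSO wells without peroxide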
HTR2A ag = agonists of mouse serotonin 5-HT2A receptor (HTR2A); P35363; CHO-K1 mHTR2A beta-arrestin complementation, luminescence; percent of 30 µM serotonin response; activation, % at 7.6 µM; hit rate 0.66% among 360,000; AID 624169;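 active = activation above a run cutoff, the mean activation of all tested compounds plus 3 SD, cut at about 14% in these data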;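 note: 0% = plate median of compound wells and 100% = 30 µM serotonin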
Glyco luc inh = N-linked glycosylation inhibition | D54 ERlucT glycosylation luciferase reporter, 24 h; percent of 100 nM tunicamycin response | reporter increase, % at 12.5 µM | hit rate 0.23% among 360,000 | AID 588692;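 active = mean luciferase reporter signal, scaled so untreated is 0 and the glycosylation-blocking control 100, at or above a set limit in every replicate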;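 note: luciferase carries N-glycosylation sites so blocking glycosylation raises the light; 0% = median of neutral control wells and 100% = median of 100 nM tunicamycin wells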
An asterisk follows results filed as active; . = no result given. Only part of the results is shown; rates above refer to the full screens.

SMILES	ABHD5 PLIN5 PPI	MC4R antagonist	TLR9-MyD88 inh	ABCB6 inh MLPCN	MC4R ag barr	NOD2-RIPK2 inh	NCOA2 inhibitor	H9c2 protect	HTR2A ag	Glyco luc inh
Cc1cc(C)nc(SCC(=O)Nc2ccc(S(=O)(=O)NCCO)cc2)n1	3	-1	-2	82	-2.4	5	12	4	2	-1
O=C(NCc1nnc(SCC(=O)N2CCCC2)o1)c1c(F)cccc1F	1	-3	-4	102	-1.7	6	14	5	10	-1
COC(=O)C1=C(C)N(Cc2ccccc2)C(=NCc2cccc(Cl)c2)N[C@H]1c1ccccc1	18	5	0	99	6.4	6	.	-10	5	-5
O=C1CC(C(=O)Nc2ccc(Cl)c(Cl)c2)S/C(=N\N=C\c2ccco2)N1 (stereo not given)	3	9	-4	101	-0.2	2	9	-3	2	0
CCCC[C@@H](CNC)NC[C@H](Cc1ccc(O)cc1)NCCc1ccc(OCC)cc1	-2	-5	-1	100	0.6	0	-19	9	-7	-10
COc1ccc(C(=O)COC(=O)COc2ccc(C)c(C)c2)cc1	0	2	5	98	0.8	-13	-11	-4	-2	2
CC1CCCN(C(=O)c2cc3c(=O)n4ccccc4nc3s2)C1 (stereo not given)	7	10	4	96	-2.0	3	-20	6	-1	1
CC(C)N1CN(c2ccccc2)C(=S)N(c2ccccc2)C1	-6	3	0	103	-2.1	-4	-7	4	4	-1
O=C1NC(=O)/C(=C\c2ccccc2OCc2ccc([N+](=O)[O-])cc2)N1	4	1	-5	99	-2.8	-8	9	-2	-8	1
CC(C)c1ccc(NC(=O)C2Cc3c(-c4cccc(C(N)=O)c4)ccnc3O2)cc1 (stereo not given)	-2	1	.	106	1.4	4	-5	14	-3	-4
Cc1ccccc1N1C(=O)CC(N2CCC(C(N)=O)CC2)C1=O (stereo not given)	13	-5	8	105	-1.1	0	-27	4	0	2
COc1ccc(-c2nnc3n2N=C(C)CS3)cc1OC	2	7	3	95	-1.5	-9	-13	1	0	-2
C[C@]12CC[C@@H]3c4cc(O)c(O)cc4CC[C@H]3[C@@H]1CC[C@@H]2O	21	0	7	96	-2.0	2	8	108*	1	3
O=C(Cn1c2ccccc2c2nc3n(c(=O)c21)CCS3)Nc1ccccc1	0	1	1	96	-3.9	-4	-2	3	1	2
COc1ccc(NS(=O)(=O)c2cn(C)cn2)cc1Cl	-8	7	-10	102	-0.7	-1	9	0	-2	-1
CCc1nnc(NC(=O)c2ccc(N3C(=O)CCC3=O)cc2)s1	-1	1	-3	93	-1.1	3	-13	10	12	2
Cc1c(Br)c([N+](=O)[O-])nn1CC(=O)Nc1ccc(C(C)C)cc1	-8	27	-4	104	7.6	0	6	-5	2	1
OCC[C@H]1C[C@@H](O)[C@H](O)[C@]2(OCCc3ccccc32)O1	-12	7	4	98	-0.8	-2	0	8	-6	-1
COC(=O)c1ccc(-n2c(C)cc(C(=O)CSc3cccc[n+]3[O-])c2C)cc1	5	-5	5	102	-0.4	-3	-5	1	1	-1
CCCNC(=O)Cn1nc(C(F)(F)F)c2c1CCCC2	-1	5	0	91	0.3	3	-4	-1	2	2
COc1ccccc1-c1cc2ccccc2[nH]1	-4	-2	5	97	-1.0	12	-50	-5	-3	0
C#CCOCCOCCOCCNc1nc(N2CCN(C(=O)CCCCCCCCCCNC(=O)[C@H]([C@@H](C)CC)n3cc(CCCCN=C(N)N)nn3)CC2)nc(N2CCN(C(=O)CCCCCCCCCCNC(=O)[C@@H]([C@H](C)O)n3cc(C)nn3)CC2)n1	56*	38*	-3	100	-0.8	41*	.	3	1	-11
O=C(c1ccc2c(=O)n(Cc3ccccc3Cl)c(=S)[nH]c2c1)N1CCCC1	-5	4	-5	104	-0.8	0	11	-2	-6	-2
CC(=O)Nc1cc2c(cc1Cl)Cc1cc(Cl)ccc1-2	-2	1	-1	95	-1.3	-8	-18	-1	3	1
Cn1ncc2c(Nc3ccc([N+](=O)[O-])cc3)nc(Cl)nc21	9	1	-7	93	2.2	-2	3	0	0	0

Given with values under each structure: eleven of the compounds above
Results follow in this order: ABHD5 PLIN5 PPI | MC4R antagonist | TLR9-MyD88 inh | ABCB6 inh MLPCN | MC4R ag barr | NOD2-RIPK2 inh | NCOA2 inhibitor | H9c2 protect | HTR2A ag | Glyco luc inh
> COc1ccc(NS(=O)(=O)c2cn(C)cn2)cc1Cl
  -8 | 7 | -10 | 102 | -0.7 | -1 | 9 | 0 | -2 | -1
> CCc1nnc(NC(=O)c2ccc(N3C(=O)CCC3=O)cc2)s1
  -1 | 1 | -3 | 93 | -1.1 | 3 | -13 | 10 | 12 | 2
> Cc1c(Br)c([N+](=O)[O-])nn1CC(=O)Nc1ccc(C(C)C)cc1
  -8 | 27 | -4 | 104 | 7.6 | 0 | 6 | -5 | 2 | 1
> OCC[C@H]1C[C@@H](O)[C@H](O)[C@]2(OCCc3ccccc32)O1
  -12 | 7 | 4 | 98 | -0.8 | -2 | 0 | 8 | -6 | -1
> COC(=O)c1ccc(-n2c(C)cc(C(=O)CSc3cccc[n+]3[O-])c2C)cc1
  5 | -5 | 5 | 102 | -0.4 | -3 | -5 | 1 | 1 | -1
> CCCNC(=O)Cn1nc(C(F)(F)F)c2c1CCCC2
  -1 | 5 | 0 | 91 | 0.3 | 3 | -4 | -1 | 2 | 2
> COc1ccccc1-c1cc2ccccc2[nH]1
  -4 | -2 | 5 | 97 | -1.0 | 12 | -50 | -5 | -3 | 0
> C#CCOCCOCCOCCNc1nc(N2CCN(C(=O)CCCCCCCCCCNC(=O)[C@H]([C@@H](C)CC)n3cc(CCCCN=C(N)N)nn3)CC2)nc(N2CCN(C(=O)CCCCCCCCCCNC(=O)[C@@H]([C@H](C)O)n3cc(C)nn3)CC2)n1
  56* | 38* | -3 | 100 | -0.8 | 41* | . | 3 | 1 | -11
> O=C(c1ccc2c(=O)n(Cc3ccccc3Cl)c(=S)[nH]c2c1)N1CCCC1
  -5 | 4 | -5 | 104 | -0.8 | 0 | 11 | -2 | -6 | -2
> CC(=O)Nc1cc2c(cc1Cl)Cc1cc(Cl)ccc1-2
  -2 | 1 | -1 | 95 | -1.3 | -8 | -18 | -1 | 3 | 1
> Cn1ncc2c(Nc3ccc([N+](=O)[O-])cc3)nc(Cl)nc21
  9 | 1 | -7 | 93 | 2.2 | -2 | 3 | 0 | 0 | 0

The results go on:
SMILES	ABHD5 PLIN5 PPI	MC4R antagonist	TLR9-MyD88 inh	ABCB6 inh MLPCN	MC4R ag barr	NOD2-RIPK2 inh	NCOA2 inhibitor	H9c2 protect	HTR2A ag	Glyco luc inh
C[C@H](NC(=O)c1nc[nH]c1C(=O)NCC(=O)OCc1ccccc1)C(=O)OCc1ccccc1	1	13	7	92	1.1	-14	1	77*	6	3
CCn1c(SCC(=O)Nc2nccs2)nnc1-c1ccco1	0	19	-5	98	-0.2	6	-5	2	-1	1
O=C(NCCOc1cccc(Oc2ccccc2)c1)c1cc(-n2cnnc2)ccc1Cl	4	-2	-10	102	-1.8	-2	-17	1	-1	0
Cc1ccc([N+](=O)[O-])cc1NC(=O)C(C)Sc1nnc(C)n1CC1CCCO1 (stereo not given)	-3	14	1	96	-1.4	-5	-4	-4	3	1
CCOC(=O)CC1C(=O)NCCN1C(=O)c1ccc(C)cc1 (stereo not given)	-7	11	-4	96	-1.5	-4	-57	-3	-3	1
COc1cccc(/C=N/n2c(N)c(S(=O)(=O)c3cccs3)c3nc4ccccc4nc32)c1	7	-6	-5	90	-1.3	-2	4	32	0	0
Clc1ccc(Cl)c(OCCCCNCc2ccccc2)c1	27*	-2	3	95	10*	10	-13	-23	0	3
Cc1ccc2nsnc2c1NC(=S)NC(=O)c1ccco1	-2	3	-9	97	0.9	-2	-2	-4	0	1
COc1cccc(C(=O)N2c3cc(C)ccc3OCC2C(C)(C)C)c1 (stereo not given)	-1	-3	-1	89	-1.2	2	-30	-10	3	-4
O=C(C[C@@H]1CC[C@@H](NC(=O)Nc2cccc(F)c2)[C@@H](CO)O1)NCC1CCCCC1	5	.	.	.	.	0	-6	.	-5	.
O=C(CNC(=O)c1ccc(F)cc1)NCc1ccc(S(=O)(=O)N2CCOCC2)cc1	-4	2	-4	97	-2.1	-2	19	1	4	-1
CCCOc1ccccc1N1C(=O)CC(N2CCOCC2)C1=O (stereo not given)	0	6	9	93	-2.5	6	2	8	-2	1
CCOC(=O)CSc1nc2cc(OC)ccc2cc1C#N	-6	-6	9	100	0.4	7	-65	-10	4	-6
O=C(NC1CCN(Cc2ccccc2)CC1)c1cn(-c2ccccc2)nc1-c1cccnc1	14	6	3	95	-1.0	-9	-30	-1	-14	-3
CCCCC(CC)CNC(=O)C(Cc1ccccc1)NS(=O)(=O)c1ccc2c(c1)CCC(=O)N2 (stereo not given)	-6	16	-15	97	0.4	-3	9	-2	-2	-1
O=c1c2ccc([N+](=O)[O-])cc2ncn1Cc1ccccc1C(F)(F)F	0	11	-4	105	2.6	-5	-27	-5	1	0
C#CCN(C[C@@H]1[C@@H](OC(=O)NCc2ccco2)[C@@H](OC(=O)NCc2ccco2)CN(C(=O)OC(C)C)N1C(=O)OC(C)C)S(=O)(=O)c1ccc(C)cc1	9	11	-22	91	-1.2	-9	6	3	-1	-3
COC(=O)[C@]12CCCCC=C1N(Cc1ccco1)C(=O)[C@H](CC(=O)NCC13CC4CC(CC(C4)C1)C3)C2	8	.	.	96	.	2	22	.	6	.
NS(=O)(=O)c1cccc(NC(=O)C(Cc2ccccc2)NC(=O)c2ccccc2)c1 (stereo not given)	-4	0	-5	100	0.4	1	-26	-2	6	1
C[C@H](CO)N1C[C@H](C)[C@@H](CN(C)Cc2ccc(Oc3ccccc3)cc2)Oc2c(NS(=O)(=O)c3cn(C)cn3)cccc2C1=O	-1	0	-2	98	-1.6	-18	9	9	-4	-2
CCOC(=O)C1C(=O)CC(C)(O)C(C(=O)OCC)C1c1ccc(Br)cc1 (stereo not given)	-4	10	-2	103	-1.5	-1	0	9	3	1
COc1ccc(/C=C/C(=O)c2sc(-c3ccccc3)nc2C)cc1	10	-4	3	99	-1.6	11	5	-6	4	2
CCOC(=O)/C=c1\s/c(=C\c2ccccc2C)c(=O)n1CC(=O)NCc1ccc2c(c1)OCO2	-2	-15	-19	102	-0.7	-2	5	1	0	3
O=C(CN(Cc1ccccc1)C(=O)CCC(=O)Nc1nccs1)NCc1ccco1	-17	7	-11	97	1.3	-1	-8	9	1	2
CN(CC(=O)Nc1ccccc1C(F)(F)F)C(=O)CSc1nnc(-c2ccncc2)n1C	1	7	-6	95	-0.7	6	-41	5	0	4
O=C(C1CCN(S(=O)(=O)N2CCC3(CC2)OCCO3)CC1)N1CCN(Cc2ccccc2)CC1	0	6	7	98	-1.6	-8	15	2	2	1
